Screens (PubChem BioAssay)
NALP1 yeast inh: NALP1 inflammasome inhibitors in reconstituted yeast, colorimetric, S. cerevisiae, triplicate retest; S. cerevisiae NALP1/ASC/caspase-1 growth, X-gal OD620, 72 h; inhibition, % at 10 µM; actives 0.61% (n = 280,000); in the data active = inhibition mostly above about 24%, no sharp cut-off; inactive = mostly below about 32%; also: some compounds called inactive have numbers as strong as hits
M18AAP inhibitor: PfM18AAP inhibitors, malaria aminopeptidase, primary screen, biochemical, QFRET, recombinant enzyme | actives 1.2% (n = 290,000) | H-Glu-NHMec fluorogenic cleavage | inhibition, % at 7.35 µM | AID 1822, 2009 | M18 aspartyl aminopeptidase (Plasmodium falciparum 3D7);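 active = inhibition above the campaign mean inhibition over all tested compounds plus 3 SD, cut at about 28% in these data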;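 also: 0% = plate median of test compound wells and 100% = 2 mM ZnCl2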
GPR7 antagonist: GPR7 receptor antagonists, primary screen, cell-based, fluorescence, single concentration; Neuropeptides B/W receptor type 1 (Homo sapiens), P48145; GPR7-expressing cells, fluorescence antagonist assay; inhibition, % at 4.4 µM; actives 1.1% (n = 290,000); in the data active = inhibition above about 16%, passing the limit was not always enough;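 also: cells stimulated with the agonist NPW; 0% = agonist with vehicle and 100% = vehicle without agonist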
Target sequence (P48145 whole entry, looked up): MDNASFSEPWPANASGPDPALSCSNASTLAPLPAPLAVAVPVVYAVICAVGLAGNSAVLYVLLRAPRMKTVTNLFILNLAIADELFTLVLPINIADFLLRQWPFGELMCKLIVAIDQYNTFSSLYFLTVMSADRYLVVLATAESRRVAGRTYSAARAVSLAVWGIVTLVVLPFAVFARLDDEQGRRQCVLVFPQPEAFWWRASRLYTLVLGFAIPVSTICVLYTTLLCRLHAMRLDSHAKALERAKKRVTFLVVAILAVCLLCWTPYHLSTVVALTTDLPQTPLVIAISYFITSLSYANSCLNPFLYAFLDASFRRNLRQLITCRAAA
GalR3 antag: GalR3 antagonists in HEK293 cells, primary screen, cell-based, fluorescence readout; HEK293 GalR3-CNG cAMP membrane potential fluorescence; galR3 body fused to GalR1 C-terminus; inhibition, % at 3 µM; Galanin receptor type 3 (Homo sapiens), O60755; actives 0.44% (n = 360,000); AID 651719, 2012;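 active = inhibition above the screen-wide average plus 3 SD, cut at about 13% in these data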;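 also: forskolin and galanin both at EC90 stimulate the cells; cAMP rise reported by CNG channel membrane potential dye signal; 0% = forskolin plus galanin with DMSO and 100% = forskolin alone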
Target sequence (O60755 1-299 limits assumed): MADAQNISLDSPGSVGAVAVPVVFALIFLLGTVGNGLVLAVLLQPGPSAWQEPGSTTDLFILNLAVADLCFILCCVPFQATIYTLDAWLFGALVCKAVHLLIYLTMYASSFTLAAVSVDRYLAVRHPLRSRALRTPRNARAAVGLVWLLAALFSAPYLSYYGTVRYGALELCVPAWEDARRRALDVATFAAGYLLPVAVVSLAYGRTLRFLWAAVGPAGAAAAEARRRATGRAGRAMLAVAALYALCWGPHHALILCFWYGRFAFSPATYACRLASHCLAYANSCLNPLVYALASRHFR
MEKK2 mut-MEK5: MEK5 binding signal on mutant MEKK2 PB1, primary screen, biochemical, multiplex bead flow cytometry, Alexa488-MEK5; actives 0.35% (n = 290,000); AID 1530, 2009; percent response, % at 10 µM; Alexa488-MEK5 binding to MEKK2 mutant; in the data active = percent response above about 24%, passing the limit was not always enough; also: inactives centre near 1; some results filed as inactive read as strong as hits
MEKK2 WT-MEK5: modulators of MEK5 binding to wildtype MEKK2, primary screen, biochemical, multiplex bead flow cytometry, Alexa488-MEK5 | Alexa488-MEK5 binding to MEKK2 WT; actives lie on both sides | binding response (% of control), % at 10 µM | AID 1531, 2009 | actives 1.1% (n = 290,000); in the data active = binding response below about 67% or above about 130%
V1R ag counter: agonists of human V1a receptor, primary screen, counter-screen for OXTR agonist project, fluorescence, CHO-V1R cells; Fluo-8 calcium fluorescence, agonist mode; 0% DMSO, 100% 3 nM vasopressin; actives 0.25% (n = 320,000); activation, % at 3 µM; Vasopressin V1a receptor (Homo sapiens), P37288; AID 2797, 2010;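 active = activation above the mean activation of all tested compounds plus 3 SD, per screening run, cut at about 20% in these data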;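 also: signal is peak over basal fluorescence ratio across a 100 second FLIPR read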
Target sequence (P37288 whole entry, looked up): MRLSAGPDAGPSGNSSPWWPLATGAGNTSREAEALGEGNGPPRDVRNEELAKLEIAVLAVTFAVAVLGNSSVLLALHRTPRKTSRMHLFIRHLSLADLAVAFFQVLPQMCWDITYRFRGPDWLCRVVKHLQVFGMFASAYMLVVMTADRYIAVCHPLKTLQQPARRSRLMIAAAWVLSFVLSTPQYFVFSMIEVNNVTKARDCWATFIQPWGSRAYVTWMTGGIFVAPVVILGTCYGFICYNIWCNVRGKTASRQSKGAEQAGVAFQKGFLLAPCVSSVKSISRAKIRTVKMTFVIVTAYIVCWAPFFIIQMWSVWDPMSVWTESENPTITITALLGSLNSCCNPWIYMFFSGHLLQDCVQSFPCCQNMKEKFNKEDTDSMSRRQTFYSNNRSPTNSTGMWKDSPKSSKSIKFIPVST
OXTR agonist: human OXTR agonists, primary screen, fluorescence, CHO-OTR cells, Fluo-8 calcium; Oxytocin receptor (Homo sapiens), P30559; Fluo-8 calcium fluorescence; normalized: DMSO 0%, oxytocin 100%; activation, % at 3 µM; actives 0.32% (n = 320,000); AID 2435, 2010;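 active = activation above the mean of all tested compounds plus 3 SD, cutoff set per screening run, cut at about 20% in these data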;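 also: peak over basal fluorescence ratio from a 100 s FLIPR kinetic read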
OXTR potentiator: human OXTR potentiators, primary screen, fluorescence, CHO-OTR cells, Fluo-8 calcium. Oxytocin receptor (Homo sapiens), P30559. Fluo-8 calcium fluorescence, potentiator mode; 0% = oxytocin EC15, 100% = EC100. activation, % at 3 µM. actives 0.061% (n = 320,000). AID 2445, 2010;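 active = activation above that plate's cutoff, the mean activation of tested compounds plus 3 SD, cut at about 6.6% in these data, passing the limit was not always enough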;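 also: 100% uses oxytocin at 75 nM as the full agonist control; some results filed as inactive read as strong as hits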
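Replication – single well per compound, singlicate · Assay system – CHO cell line stably expressing human OTR · Timing – 6 min pre-incubation, 100 s read · Measure – normalized max/min fluorescence ratio, % activation · Doses – 3.0 µM, one dose · Detection – Fluo-8 calcium dye fluorescence · Probe or stimulus – oxytocin near EC15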
An asterisk follows results filed as active; x = not tested or not shown. Compounds as they come; 4.1% or so of the library scored in one or more.

SMILES	NALP1 yeast inh	M18AAP inhibitor	GPR7 antagonist	GalR3 antag	MEKK2 mut-MEK5	MEKK2 WT-MEK5	V1R ag counter	OXTR agonist	OXTR potentiator
COc1ccc(/C(N)=N/OC(=O)c2cccc([N+](=O)[O-])c2)cc1	-15	5	2	2	4	98	-0.9	1.0	-15
CN1CCN(C(=O)c2ccccc2NC(=O)c2cccc(Cl)c2)CC1	20	-2	12	-3	-3	99	-0.3	0.8	-4
Cc1cc(=O)oc(C)c1C(=O)NCCCN1CCN(c2ccccc2F)CC1	31	-14	-6	3	9	104	0.7	0.4	-3
COc1ccc(NC(=O)CCNC(=O)c2ccco2)c(OC)c1	12	3	-14	-7	1	101	1.8	0.1	-4
Cc1nn(-c2ccc(F)cc2)c2nc(N)c(C#N)c(-c3cccs3)c12	x	-10	-16	0	0	96	0.1	-0.9	-20
COc1ccc(-c2cc(=O)oc3cc(OC(C)C(=O)NC4CC4)ccc23)cc1 (stereo unspecified)	11	-3	2	-4	0	102	0.7	0.9	-2
O=C(COC(=O)C1CC2CCCC(C1)C2=O)NNC(=O)c1ccc([N+](=O)[O-])cc1 (stereo unspecified)	x	x	x	-1	x	x	1.3	0.1	2
COC(=O)c1[nH]c2ccc(C)cc2c1NC(=O)C1=COCCO1	17	5	1	4	-10	90	0.1	0.1	2
O=c1c2ccccc2nc2n1C(CSc1ccc(F)cc1)CS2 (stereo unspecified)	6	0	-7	-5	0	105	0.3	0.2	-10
O=C(N/N=C1\CCCc2c1[nH]c1ccc(Cl)cc21)c1ccncc1	x	x	x	-6	x	x	1.3	-0.9	-4
O=C(O)c1cccc(Nc2nc(N3CCOCC3)nc(N3CCOCC3)n2)c1	6	2	-14	-2	7	106	1.1	0.7	-2
COCCCN1C(=O)c2ccc(C(=O)N3CCN(c4ccc(OC)cc4)CC3)cc2C1=O	7	4	-5	-9	1	100	1.5	0.3	-1
O=C(CN(C(=O)c1csnn1)c1ccccc1C(F)(F)F)NCc1ccccc1	5	-8	2	-7	-3	99	1.6	2.5	0
O=C(CNC(=S)N(Cc1ccccc1)Cc1cccnc1)NC1CC1	19	13	-9	-8	-1	100	0.9	0.9	-3
CCOC(=O)c1c(-c2ccc(Cl)cc2)csc1NC(=O)CNCc1ccco1	x	1	-2	2	-2	92	3.1	-0.5	-8
CN1CCN(Cn2cc(/C=C/C(=O)c3ccccc3)c3ccccc32)CC1	0	0	-6	x	18	142*	0.8	0.4	-9
COc1cc(OC)cc(N2C(=O)CC(N3CCC(C(=O)N4CCCCC4)CC3)C2=O)c1 (stereo unspecified)	17	-1	11	-1	-5	105	x	x	x
CCCN1CCN(C(=O)c2cn(CC(C)C)c(=O)c3cc(OC)c(OC)cc23)CC1	8	-5	-13	3	x	x	1.2	0.9	-13
CCOC(=O)COc1coc(CN2CCN(c3cccc(Cl)c3)CC2)cc1=O	19	0	-4	-3	-5	94	-0.1	-0.8	-3
COc1cc2c(cc1OC)CN(C1CC(=O)N(c3c(C)cccc3C)C1=O)CC2 (stereo unspecified)	5	-59	3	4	2	103	1.0	2.4	-12
Cc1cccc(N(C(=O)c2cnc3n(c2=O)CCS3)C2CCCCC2)c1	-134	-5	-7	x	2	104	0.5	1.0	0
Cc1cccc(NC(=O)C(C)Oc2ccccc2C)n1 (stereo unspecified)	-3	-3	-2	-5	6	106	-1.6	-2.8	-10
Cc1ccccc1NC(=S)NC(C)CCc1ccccc1 (stereo unspecified)	22	2	6	-10	2	110	1.2	-2.5	-8
CCNC(=O)c1c(NC(=O)C2COc3ccccc3O2)sc2c1CCCC2 (stereo unspecified)	4	3	-8	1	7	106	0.2	-0.9	3
O=[N+]([O-])c1ccc(C(O)CN=Cc2ccc(O)cc2O)cc1 (stereo unspecified)	-10	4	-2	-5	-6	90	3.1	0.2	-3

Next section:
SMILES	NALP1 yeast inh	M18AAP inhibitor	GPR7 antagonist	GalR3 antag	MEKK2 mut-MEK5	MEKK2 WT-MEK5	V1R ag counter	OXTR agonist	OXTR potentiator
CC(C)OCCCNC(=O)CN1CCN(Cc2ccc(Cl)cc2)C1=O	-5	-2	-18	-7	3	105	0.6	-1.7	-10
Cc1cc(/C=C(/C#N)C(=O)Nc2ccccc2)c(C)n1-c1cccnc1	12	-3	0	-1	3	105	4.0	4.1	-8
CCOC(=O)C(/C=C(\C#N)C(=O)OCC)=C(/N)N1CCN(c2c(C)cccc2C)CC1	9	-2	-3	-4	4	104	1.5	0.1	-1
CC(=O)Nc1ccc(S(=O)(=O)N2CCN(c3cc4c(cc3[N+](=O)[O-])n(C)c(=O)n4C)CC2)cc1	-7	0	-14	-4	7	106	0.0	0.8	2
COc1cc(NC(=O)CCC(=O)O)nc(OC)n1	-4	1	-2	-6	3	99	0.6	1.0	4
CC1CN(CCc2ccccc2)c2nc3c(c(=O)n(C)c(=O)n3C)n2C1 (stereo unspecified)	-52	3	5	4	-2	98	1.5	0.2	-9
COc1ccc(Cl)cc1NC(=S)NNC(=O)C1(C)CC1(Cl)Cl (stereo unspecified)	-11	3	-6	-5	1	105	3.9	0.8	-8
COc1ccc(N2CC(C(=O)Nc3nc(-c4ccccc4)c(C(C)=O)s3)CC2=O)c(OC)c1 (stereo unspecified)	x	x	x	-1	x	x	8.0	0.7	-2
CCOC(=O)C(C)Oc1cccc2c(=O)n(CC(=O)Nc3cccc(OC)c3)ccc12 (stereo unspecified)	20	-10	1	x	15	115	1.1	1.9	-6
CCN(Cc1ccccc1)c1ccc(N=Nc2nn(C)c(C)c2[N+](=O)[O-])cc1	16	-1	-9	-8	3	108	-2.1	-3.0	-5
Cc1nnc(NN)n(N)c1=O	7	27	0	-2	4	100	0.1	-0.5	-1
COc1cc(O)c(CCO)c2c1C(=O)C[C@@H](C)O2	3	1	-10	1	-16	-9.0*	0.2	1.3	-4
CCOC(=O)C1CCN(Cc2cccc(Oc3ccc(Cl)cc3)c2)CC1	14	3	-3	-12	12	118	0.0	-2.5	-9
Cc1cc2c(=O)oc(-c3ccc(F)cc3)nc2s1	6	11	-2	-8	-3	98	-1.2	-1.9	-1
O=C(COc1ncnc2ccccc12)c1ccc2c(c1)OCCO2	-19	4	0	-4	3	99	2.7	1.5	-13
O=C(COC(=O)c1ccccc1O)Nc1ccc(N2CCOCC2)cc1	x	x	x	-8	x	x	1.7	2.5	-6
Cc1ccsc1CN(C)CC(=O)NCC(=O)Nc1ccc(F)c(F)c1F	x	x	x	-6	x	x	-1.0	-0.1	-3
O=C(O)CSCCC(=O)Nc1ccc(F)cc1	2	5	-1	-6	2	99	0.2	-0.2	-1
NC(=O)c1ccccc1OCC(=O)NC12CC3CC(CC(C3)C1)C2	17	2	-4	-4	8	106	0.0	0.2	-6
CCCCc1ccc(-n2nnnc2SCC(=O)Nc2cc(OC)c([N+](=O)[O-])cc2C)cc1	10	-10	2	0	5	108	0.2	-1.4	-4
O=C(Cc1nnc(NC(=O)Nc2ccccc2)s1)Nc1ccccc1	x	-5	-14	-5	-3	100	1.6	1.2	-4
COCCCNC(=O)c1cccc(OC)c1OC	17	-10	-9	-2	7	101	2.6	0.2	-3
COc1cccc(/C=N/n2nnnc2N)c1O	15	16	-2	0	9	104	1.1	-0.2	-3
Cc1ccc2c(c1)c1c3n2CCN(C(=O)Cn2c(-c4ccccc4)noc2=O)C3CCC1 (stereo unspecified)	22	-11	-16	-4	2	98	-0.9	-1.3	-4
O=C(CN1CCN(c2ccc(F)cc2)CC1)NCc1ccc(Cl)cc1	28	9	-4	-3	4	102	2.2	1.4	-3

Filtered by structure, the compounds so far with an NH in an aromatic ring
SMILES	NALP1 yeast inh	M18AAP inhibitor	GPR7 antagonist	GalR3 antag	MEKK2 mut-MEK5	MEKK2 WT-MEK5	V1R ag counter	OXTR agonist	OXTR potentiator
COC(=O)c1[nH]c2ccc(C)cc2c1NC(=O)C1=COCCO1	17	5	1	4	-10	90	0.1	0.1	2
O=C(N/N=C1\CCCc2c1[nH]c1ccc(Cl)cc21)c1ccncc1	x	x	x	-6	x	x	1.3	-0.9	-4

In a second layout: 2 of the compounds above
O=C(COC(=O)c1ccccc1O)Nc1ccc(N2CCOCC2)cc1
  NALP1 yeast inh: x
  M18AAP inhibitor: x
  GPR7 antagonist: x
  GalR3 antag: -8
  MEKK2 mut-MEK5: x
  MEKK2 WT-MEK5: x
  V1R ag counter: 1.7
  OXTR agonist: 2.5
  OXTR potentiator: -6

Cc1ccsc1CN(C)CC(=O)NCC(=O)Nc1ccc(F)c(F)c1F
  NALP1 yeast inh: x
  M18AAP inhibitor: x
  GPR7 antagonist: x
  GalR3 antag: -6
  MEKK2 mut-MEK5: x
  MEKK2 WT-MEK5: x
  V1R ag counter: -1.0
  OXTR agonist: -0.1
  OXTR potentiator: -3

More structures follow:
SMILES	NALP1 yeast inh	M18AAP inhibitor	GPR7 antagonist	GalR3 antag	MEKK2 mut-MEK5	MEKK2 WT-MEK5	V1R ag counter	OXTR agonist	OXTR potentiator
CCNC(=S)Nc1ccc(Cc2nc3ccccc3[nH]2)cc1	-18	2	-8	-4	16	108	0.1	0.0	-2
OCCNc1nc(Nc2ccc(Cl)c(Cl)c2)nc2ccccc12	32*	-2	6	-7	31*	150*	2.4	3.9	-10
O=c1c(-c2nnc(SCc3ccc(Cl)cc3Cl)o2)cccn1Cc1ccccc1	14	1	-5	-4	-4	90	4.0	-0.6	-21
O=C(/C=C/NNC(=O)c1ccccc1)c1ccccc1	1	-2	-2	-3	-3	99	-0.3	-0.7	-10
COC(=O)c1ccc(/C=C(\C#N)C(=O)NC(C)c2ccccc2)cc1 (stereo unspecified)	52	-4	-8	-4	14	99	1.2	-0.1	-6
FC(F)(F)c1ccc(CN2C[C@@H]3C(c4ccccc4)C4(c5cccnc5)CC3(C4)[C@H]2c2ccccc2)cc1 (stereo partly specified)	x	x	x	-1	5	106	1.2	0.0	4
COc1ccc(CNC(=O)CN(C(=O)Cn2nnc(-c3ccccc3F)n2)c2ccc(C)cc2)cc1	6	-11	2	-7	-8	86	0.8	1.9	-10
Cc1noc(C)c1C(=O)Nc1nnc(CC(C)C)s1	17	-20	3	-1	3	114	-0.4	-0.9	-4
O=S(=O)(Nc1ccc2c(c1)OCCO2)c1ccc2oc3ccccc3c2c1	15	-1	-9	-10	7	102	4.5	4.8	-11
Cc1nc2ccccc2cc1C(=O)O	3	-10	2	0	5	100	1.2	0.1	0
Cn1cccc1C(C(=O)NC1CCCCC1)N(C(=O)Cc1cccs1)C1CC1 (stereo unspecified)	22	5	-13	-4	3	106	1.4	0.5	-2
COc1ccc(N2C(=O)CC(SCC(=O)O)C2=O)cc1 (stereo unspecified)	-1	-1	-5	-4	1	102	0.7	1.3	3
O=[N+]([O-])c1cccc(S(=O)(=O)NCC2CCCO2)c1 (stereo unspecified)	17	-1	-9	4	-1	98	2.2	-0.6	-6
